KKLEB cytotox = counter-screen for CF NF-kB inhibitors: cytotoxicity | KKLEB CF airway cells viability, ATPlite luminescence, overnight; hits give low values; cells stimulated with P. aeruginosa culture filtrate | activity change (cytotoxicity), % at 5 µM | actives 0.36% (n = 360,000) | AID 602141;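 active = corrected activity change at or below -50% at 5 µM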
HIF-2a block = inhibitors of HIF-2a. 786-0 RCC cells HIF-2a reporter, luciferase luminescence, overnight. inhibition, % at 18.8 µM. actives 0.72% (n = 360,000);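 active = inhibition of the luminescence signal of 40% or more relative to plate controls, in a single-dose primary screen at 18.75 µM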
Peg3 prom inh = inhibitors of Peg3 promoter. inhibition, % at 20 µM. HeLa PEG-Prom luciferase reporter, luminescence, overnight. actives 1.7% (n = 360,000);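 active = inhibition of at least 50% at 20 µM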
C8 TRAIL sens = sensitizes caspase-8 expressing cells to TRAIL; NB7+C8 cells + TRAIL, ATPlite viability luminescence; inhibition (viability loss, TRAIL sensitization), % at 10 µM; actives 1% (n = 360,000); AID 624354;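 active = compounds causing at least 50% loss of cell viability in the single-dose screen, relative to plate controls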
TROY signal inh = inhibitors of TROY-dependent NF-kB signaling; Q293 LMP1-TROYcd NF-kB luciferase reporter, 4 h; inhibition, % at 10 µM; actives 0.98% (n = 360,000); AID 1347056;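 active = compounds whose plate-normalised and pattern-corrected inhibition of the luciferase reporter signal at the single screening dose is 50% or more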
TWEAK Fn14 block = TWEAK-Fn14 signaling inhibition; TWEAK-stimulated Fn14 reporter cells, luciferase luminescence, 8 h; inhibition, % at 10 µM; actives 2% (n = 360,000); AID 1159606; in the data active = inhibition above about 50%
Shn3 3UTR inh = Schnurri-3 reporter inhibition in Clone20 osteoblasts; Clone20 osteoblast Shn3 3'UTR firefly luciferase, 24 h; inhibition, % at 12.5 µM; actives 0.52% (n = 360,000); AID 588674;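 active = mean inhibition of at least 75% with every replicate also reaching 75%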;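 also: 0% = median of neutral control wells and 100% = pilot-screen positive control compound; some compounds past the cut are filed as inactive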
CF NFkB inh = inhibitors of cystic fibrosis induced NF-kB; KKLEB NF-kB-GFP reporter, PAF-induced, GFP fluorescence overnight; inhibition, % at 5 µM; actives 0.86% (n = 360,000); AID 588850;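 active = at least 50% inhibition at 5 µM, scaled per plate between neutral and stimulator controls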;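 also: PAF is a Pseudomonas aeruginosa culture filtrate used as stimulus; plate controls were PAF-stimulated DMSO wells for no effect and unstimulated DMSO wells for full effect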
NR2E3 ag-1 = activates human NR2E3 receptor; Q9Y5X4; CHO-S Gal4-NCOR/VP16-NR2E3 two-hybrid, luciferase; inhibition of corepressor binding, % at 3.98 µM; actives 0.35% (n = 360,000); AID 602229;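 active = inhibition above the mean of all tested compounds plus 3 SD, cut at about 70% in these data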;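 also: 0% = DMSO with NR2E3 transfected cells and 100% = cells lacking NR2E3 construct; higher means lower luciferase signal from less NR2E3 corepressor binding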
Target sequence (Q9Y5X4 whole entry, looked up, the tested form may be a part): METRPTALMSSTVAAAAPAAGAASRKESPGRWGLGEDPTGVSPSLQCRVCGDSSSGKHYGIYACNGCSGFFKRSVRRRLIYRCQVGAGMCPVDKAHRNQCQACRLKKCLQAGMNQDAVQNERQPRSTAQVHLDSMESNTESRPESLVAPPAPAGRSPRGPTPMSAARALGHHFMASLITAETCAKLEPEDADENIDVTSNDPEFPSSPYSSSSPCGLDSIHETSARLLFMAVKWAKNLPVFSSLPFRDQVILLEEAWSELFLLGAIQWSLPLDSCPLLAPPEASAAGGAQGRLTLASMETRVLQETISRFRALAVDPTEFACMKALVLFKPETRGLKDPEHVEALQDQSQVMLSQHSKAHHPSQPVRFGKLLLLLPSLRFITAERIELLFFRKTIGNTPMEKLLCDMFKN
TRPM1 prom inh = reduces MITF-dependent TRPM1 promoter luciferase signal; SK-MEL-5 TRPM1 promoter luciferase, 24 h; inhibition, % at 12.5 µM; actives 0.83% (n = 330,000); AID 488899;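 active = mean inhibition across replicates of 60% or more, whatever share of single replicates reaches that level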; also: values of inactives mirror those of a sister screen read the other way
NR2E3 ag-2 = activates human photoreceptor nuclear receptor NR2E3 | Q9Y5X4 | GST-NR2E3/biotin-RetCOR TR-FRET, 1536-well | inhibition of corepressor binding, % at 4.78 µM | actives 0.12% (n = 320,000) | AID 2300;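 active = percent inhibition above the cutoff of mean plus 3 SD of all tested compounds, set per screening campaign, cut at about 20% in these data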;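 also: 0% = DMSO wells and 100% = biotin wells as full block of FRET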
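Material: NR2E3–RetCOR corepressor complex / Incubation: Compound–protein incubation for 5 h at 4 °C / Dosing: compound at 4.8 µM, single dose / Detection: time-resolved FRET / Benchmarks: high control biotin, low control 0.6% DMSO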
The depositor's hits bear a star; . = no result given.

SMILES	KKLEB cytotox	HIF-2a block	Peg3 prom inh	C8 TRAIL sens	TROY signal inh	TWEAK Fn14 block	Shn3 3UTR inh	CF NFkB inh	NR2E3 ag-1	TRPM1 prom inh	NR2E3 ag-2
COCCn1c(NC(=S)NC(=O)C23CC4CC(CC(C4)C2)C3)cc(=O)[nH]c1=O	5	21	14	10	2	-25	8	22	-249	-11	0
Cn1c(=O)c2cc(S(=O)(=O)NC(Cc3ccccc3)C(=O)NCC3CCCO3)ccc2n(C)c1=O (stereo not given)	22	9	2	-8	1	9	-25	-9	-13	2	-2
CC1CCCN(S(=O)(=O)c2ccc(C(=O)Nc3nnc(C4CC4)o3)cc2)C1 (stereo not given)	-11	23	18	11	6	5	-2	26	30	7	2
COc1ccc(CC(=O)Nc2cc(=O)n(C)c(=O)n2C)cc1OC	-2	20	3	-14	-3	12	1	1	12	1	5
CC1(C)CC(=O)C(C=NCC2CCN(C(=O)Cc3ccccc3)CC2)=C(O)C1	3	15	-2	1	1	9	-6	-3	9	-1	-1
CN1CCN(c2ccc(Cl)cc2NC(=O)c2nn(-c3ccccc3)c(=O)c3ccccc23)CC1	1	2	34	-7	14	-5	-1	2	-3	-17	.
COc1cc(/C=C/C(=O)N2CCN(CC(O)COc3ccccc3)CC2)cc(OC)c1OC (stereo not given)	6	4	-4	9	19	1	-16	-11	-11	13	3
CC(C)NC(=O)N(C)C[C@H]1Oc2ccc(NS(=O)(=O)c3ccc(F)cc3)cc2C(=O)N([C@H](C)CO)C[C@@H]1C	17	5	-15	-9	-11	-13	0	0	-19	2	.
N/C(=N\OC(=O)c1ccc(Cl)c(Cl)c1)c1cccc(CSc2ccccn2)c1	-4	-274	-168	-11	-59	11	-56	0	-87	-34	2
CCCC(=O)N1CC(=O)Nc2ccc(Br)cc2C1c1ccc(F)cc1 (stereo not given)	1	22	0	-14	10	1	7	-13	-23	13	-1
Cc1ccc(S(=O)(=O)N2CCc3ccccc3C2CC(=O)O)cc1 (stereo not given)	13	8	3	3	0	2	-6	-12	21	-1	-2
N#C/C(=C\c1ccc(C(=O)O)cc1)c1nc2sc3c(c2c(=O)[nH]1)CCCC3	-3	4	-11	7	6	6	1	-6	-35	0	.
CCCCCCn1cc(C(=O)OCC)c(=O)c2cc(F)c(F)cc21	-3	21	11	1	-18	7	-4	-2	-13	3	-3
N#CC(CC(=O)c1ccc(F)cc1)c1ccc2c(c1)OCO2 (stereo not given)	17	-8	5	2	2	-2	7	1	-12	-9	-2
Cc1cccc(CN2C(=O)c3ccccc3Sc3ccc(C(=O)O)cc32)c1	12	2	-8	1	-16	-4	-3	1	-44	5	4
CCCOC(=O)c1cccc(NC(=O)C(C)(C)C)c1	0	-41	-28	-2	-1	-2	6	7	-12	-9	1
Fc1ccccc1C(c1nnnn1C1CCCC1)N1CCN(Cc2ccccc2)CC1 (stereo not given)	-11	7	23	-3	2	-5	14	4	7	6	2
COc1ccc([N+](=O)[O-])cc1C(=O)NC1CCN(Cc2ccccc2)CC1	0	21	6	-2	-29	-24	-9	-4	13	.	-3
Cc1cccc(Oc2ccc(Cl)cc2N)c1	2	-181	-126	-4	-55	-7	-3	23	-47	-46	3
CCOC(=O)C1C(=O)NC(c2ccccc2)=NC1c1cccc(Br)c1 (stereo not given)	5	12	-3	-7	7	-8	0	1	0	-4	6
COc1ccc(C(=O)OCC(=O)NC2CC2)cc1F	-2	-5	-13	-9	-11	-7	-21	17	15	8	.
O=C(O)/C=C/c1cccc(NS(=O)(=O)c2ccccc2)c1	0	13	7	2	10	-6	8	-3	5	-1	-1
COc1ccccc1CNC(=O)COC(=O)c1ccc(C)s1	4	-4	-18	-13	-7	8	-70	-9	3	2	0
CC(C)COc1ccc(C(=O)N2C(=O)c3ccc(N)cc3C2=O)cc1	5	-3	-9	-9	13	-14	5	-14	-9	-6	-1
COc1ccc(NC(=O)CCNS(=O)(=O)c2ccc(NC(C)=O)cc2)cc1Cl	6	-4	-14	-8	-25	14	-14	3	-29	-4	1

Next section
SMILES	KKLEB cytotox	HIF-2a block	Peg3 prom inh	C8 TRAIL sens	TROY signal inh	TWEAK Fn14 block	Shn3 3UTR inh	CF NFkB inh	NR2E3 ag-1	TRPM1 prom inh	NR2E3 ag-2
CCOc1ccc(NC(=O)CSc2nc3ccsc3c(=O)n2CCCCCC(=O)O)cc1	6	12	4	-22	13	-14	-12	-8	-13	.	.
Cn1nnnc1SCC(=O)N(C1CCCCC1)C1CCS(=O)(=O)C1 (stereo not given)	-2	9	8	4	-11	5	-6	-2	-25	0	0
CC(C)n1c(NCc2ccc(Cl)cc2)nc2ccccc21	-3	35	12	17	-1	8	20	8	3	-3	-3
CCn1ccnc1C(O)c1ccccc1OC (stereo not given)	-6	-5	18	-5	-8	-1	-9	3	-19	-11	0
O=C(CCC(C(=O)c1ccccc1)c1ccccc1)c1ccccc1 (stereo not given)	3	-72	1	22	-36	7	18	12	-8	.	.
CC(=O)c1sc(NC(=O)CCCOc2ccccc2C)nc1C	6	-18	-14	0	-3	-2	10	-8	-4	5	-1
COc1cc2c(cc1NC(=O)CN1CCN(S(=O)(=O)c3ccc(F)cc3)CC1)oc1ccccc12	11	-4	-45	8	-32	-6	9	5	5	-10	3
Cc1ccc(S(=O)(=O)Nc2nnc(CC(C)(C)C)s2)cc1	5	12	6	2	-22	109*	-3	-6	-13	.	5
CCc1ccccc1NC(=O)NNC(=O)c1ccc2ccccc2c1O	5	-1	3	-7	-7	-7	-1	-5	-3	7	0
CC(=O)OC1OCCOC1NC(=S)NCc1ccco1 (stereo not given)	-1	11	19	-7	-2	11	3	3	-1	3	7
CC(C)NS(=O)(=O)c1cc(C(=O)O)ccc1Cl	4	1	-3	-12	13	12	-1	1	9	0	-1
O=C(CN1CCN(c2ccccn2)CC1)Nc1ccccc1C(=O)Nc1ccccc1	2	10	29	11	0	-8	7	-2	11	-5	1
O=S(Cc1ccccc1)CC(O)(c1ccc(Cl)cc1)c1ccc(Cl)cc1 (stereo not given)	-1	22	14	9	8	22	-1	2	-6	9	1
Cn1c(=O)c2c(nc(SCC(=O)OCc3ccccc3)n2C)n(C)c1=O	-13	-16	13	6	7	22	-30	20	-16	-1	.
CCOC(=O)N1CCN(C(=O)C(=O)NNC(=O)COc2ccc(Cl)c(C)c2)CC1	-9	21	-1	-9	0	-5	-7	5	3	7	2
Cc1ccccc1NC(=O)c1nc(S(C)(=O)=O)ncc1Cl	-1	-39	105*	-1	29	14	97*	79*	2	28	3
O/N=C/c1cc(Br)ccc1OCc1ccc(F)cc1	6	-167	-110	28	-15	20	-7	0	-60	-27	-4
CSc1ccc(S(=O)(=O)NCCOc2ccccc2C)cc1	-1	8	8	-42	2	-33	-8	14	8	-8	3
COc1ccc(/C=N/NC(=O)CCCOc2ccc(Cl)cc2Cl)cc1[N+](=O)[O-]	-5	-10	13	-10	20	27	-12	-11	7	-6	1
CCCC(=O)Nc1sc2c(c1C(=O)Nc1ccccn1)CCCC2	5	-11	4	-3	-12	21	9	-20	-1	7	-1
Cc1cc(NC(=O)CC(C)C)c(=O)n(Cc2c(F)cccc2Cl)c1	2	-7	11	-16	8	14	16	2	-11	8	-2
CC(Sc1nnc(CC(=O)Nc2ccccc2F)n1C)C(=O)Nc1nccs1 (stereo not given)	4	16	7	-7	-34	-2	-35	13	17	2	3
CCOc1ccccc1C(=O)Nc1ccc2nc3n(c(=O)c2c1)CCCCC3	4	-56	-63	22	-1	-40	-24	5	-28	-24	-1
C/C(=C\C(=O)c1ccc(C)cc1)NCc1ccc(F)cc1	4	-91	-60	10	0	-2	11	-1	-3	-2	0
Cc1ccccc1-n1nc(-c2cccnc2)cc1C(=O)NN	7	18	21	-3	9	-5	.	12	-43	-15	0

The list goes on.
SMILES	KKLEB cytotox	HIF-2a block	Peg3 prom inh	C8 TRAIL sens	TROY signal inh	TWEAK Fn14 block	Shn3 3UTR inh	CF NFkB inh	NR2E3 ag-1	TRPM1 prom inh	NR2E3 ag-2
CCN(CC)C(=S)SCc1csc(CC(=O)Nc2ccccc2C)n1	10	10	12	-2	13	1	16	-7	23	15	-1
COc1ccc(NC(=O)c2cc(=O)[nH]c3ccccc23)cc1S(=O)(=O)N1CCOCC1	-8	15	0	0	6	7	5	22	-25	.	.
Cc1ccc(-c2nn(-c3ccccc3)cc2/C=N/NC(=O)c2ccncc2)o1	7	-167	-146	18	-23	-2	-66	-16	-86	-48	1
C[C@@H]1C=C(C(=O)N2CCOCC2)O[C@H](OCc2ccc(CO)cc2)C1	-14	-9	-36	-2	-34	-3	-4	-10	7	-14	3
CCOc1ccccc1OCCCC(=O)Nc1cc(S(=O)(=O)N2CCCCC2)ccc1C	22	16	22	3	10	-6	14	-5	-15	.	.
O=C(O)Cc1ccc(O)c(F)c1	-9	-4	-2	0	-7	5	6	20	10	5	3
COc1cc(/C=N/NC(=O)c2cccnc2)ccc1OC(=O)c1cccc(Br)c1	6	12	-11	-12	47	-4	0	-16	-36	1	-1
O=c1cc(Cl)c(-c2ccccc2)n[nH]1	-5	2	-13	-6	-35	15	-21	-1	-11	11	4
C/C(=N\NC(=O)c1cccc(S(=O)(=O)N2CCCC2)c1)c1ccc(OCC(=O)N(C)C)cc1	7	9	-5	-18	-12	1	-49	10	-15	10	2
CCN1CCCC1CNC(=O)C1CCCN(S(=O)(=O)c2cccc3nsnc23)C1 (stereo not given)	2	6	8	-2	8	0	-11	3	-5	-3	1
C#CCOCCOCCOCCNc1nc(N2CCN(C(=O)CCCCCCCCCCNC(=O)[C@@H](CCC(=O)O)n3cc(CCCCCN)nn3)CC2)nc(N2CCN(C(=O)CCCCCCCCCCNC(=O)[C@H]([C@@H](C)CC)n3cc(CCCCCN)nn3)CC2)n1	19	-17	-40	-4	-9	-62	3	0	17	-7	0
Cc1cccc(C(=O)OCC(=O)c2ccc(CC(=O)N3CCOCC3)s2)c1C	-5	-14	5	0	-6	-15	-7	8	-7	-6	3
C#CCOCCOCCOCCNc1nc(N2CCN(C(=O)CCCCCCCCCCNC(=O)[C@H](CCCCN)n3cc(C[C@@H](C)CC)nn3)CC2)nc(N2CCN(C(=O)CCCCCCCCCCNC(=O)[C@@H]([C@H](C)O)n3cc(C)nn3)CC2)n1	-49	63*	98*	96*	90*	106*	96*	26	14	94*	-1

Some of these compounds in order of formula weight, highest first.
SMILES	KKLEB cytotox	HIF-2a block	Peg3 prom inh	C8 TRAIL sens	TROY signal inh	TWEAK Fn14 block	Shn3 3UTR inh	CF NFkB inh	NR2E3 ag-1	TRPM1 prom inh	NR2E3 ag-2
CCOc1ccccc1OCCCC(=O)Nc1cc(S(=O)(=O)N2CCCCC2)ccc1C	22	16	22	3	10	-6	14	-5	-15	.	.
CCN1CCCC1CNC(=O)C1CCCN(S(=O)(=O)c2cccc3nsnc23)C1 (stereo not given)	2	6	8	-2	8	0	-11	3	-5	-3	1
Cc1ccc(-c2nn(-c3ccccc3)cc2/C=N/NC(=O)c2ccncc2)o1	7	-167	-146	18	-23	-2	-66	-16	-86	-48	1
O=C(O)Cc1ccc(O)c(F)c1	-9	-4	-2	0	-7	5	6	20	10	5	3

Screening results: PubChem, several laboratories

Some of the compounds tested; rates above refer to the full screens.
